TSG101-PTAP inh: inhibitors of HIV-1 PTAP binding to human TSG101, validation | AID 1347069 | Potency, µM (titrated, usually from 115 µM), without a hit: at the top dose activity change, negative = inhibition, most hits filed as inhibitors | Q99816 | 44,000 tested, under 10 active | Fluorescence polarization, FITC-PTAP peptide/Tsg101, 20 min; further: potency means the concentration at half of the fitted maximal effect; 0% is about no effect
Target sequence (Q99816 whole entry, looked up): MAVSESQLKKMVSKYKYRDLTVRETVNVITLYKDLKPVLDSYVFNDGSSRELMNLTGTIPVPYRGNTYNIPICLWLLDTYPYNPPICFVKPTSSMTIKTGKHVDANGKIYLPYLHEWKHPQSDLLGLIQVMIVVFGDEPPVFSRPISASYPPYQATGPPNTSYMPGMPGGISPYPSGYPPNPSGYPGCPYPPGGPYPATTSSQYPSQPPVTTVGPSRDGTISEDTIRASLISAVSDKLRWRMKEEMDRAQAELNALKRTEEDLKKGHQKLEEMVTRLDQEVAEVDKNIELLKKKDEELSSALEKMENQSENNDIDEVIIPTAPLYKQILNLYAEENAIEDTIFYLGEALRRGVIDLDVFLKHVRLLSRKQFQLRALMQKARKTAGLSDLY
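The Tsg101 binding domain, at 10 uM final, is mixed with compound and a FITC peptide bearing the PTAP motif (50 nM final). After 20 min at r.t., polarization is measured; actives defined by CRC class, efficacy cut-off 60% inhibition.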
B2AR arrestin ag: agonists recruiting beta-arrestin to human beta2-adrenergic receptor; P07550; HTLA Tango cells, beta-arrestin recruitment, luciferase luminescence, 18 h; Potency, µM (series often up to 46.1 µM), inactives show top-dose activation, hits mostly activators; 44,000 tested, under 10 active; AID 1347077;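 further: potency means the concentration at half of the fitted maximal effect; 0% = DMSO and full agonism = EC100 isoproterenol or metaproterenol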
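Receptor–beta-arrestin recruitment read by tTA-responsive luciferase: compound titrations (up to 46 µM) incubated 18 h with Tango cells, then luminescent substrate 15 min at room temperature. Concentration-response fits classified by r2, efficacy and activity.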
NTMT1 inh: NTMT1 methyltransferase inhibition; Q9BV86; NTMT1 MTase-Glo SAH luminescence, purified enzyme; Potency, µM (series often up to 114 µM), inactives show at the top dose activity change, negative = inhibition, actives largely listed as inhibitors; 59,000 compounds, 2.5% hits; AID 1645870;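 further: potency means the concentration at half of the fitted maximal effect; plate controls were DMSO vehicle for no effect and no enzyme for full effect; nearly all actives have a fitted effect of over 65% in size; many of its hits are not listed in these tables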
Target sequence (Q9BV86 whole entry, looked up): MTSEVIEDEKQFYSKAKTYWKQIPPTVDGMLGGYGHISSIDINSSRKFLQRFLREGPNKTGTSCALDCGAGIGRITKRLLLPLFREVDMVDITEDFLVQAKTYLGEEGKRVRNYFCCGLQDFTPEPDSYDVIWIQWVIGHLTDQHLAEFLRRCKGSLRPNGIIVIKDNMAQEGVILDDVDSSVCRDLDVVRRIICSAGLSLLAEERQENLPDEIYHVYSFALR
p53null 32C kill: kills p53 null cells at the permissive temperature | Potency, µM (titrated, usually from 46.1 µM), for inactives: at the highest dose activity change, negative = cytotoxicity, most hits filed as cytotoxic | AID 903 | H1299-neo p53 null cells, ATP luminescence, 24 h, 32C | 55,000 compounds, 0.62% hits;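 further: potency means the concentration at half of the fitted maximal effect; 0% = DMSO only and -100% = full killing by 100 µM tamoxifen; nearly all actives have a fitted effect of over 55% in size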
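H1299-neo (p53-null) cells, 600/well, were pre-incubated overnight at 37C, then exposed to compounds at up to 46 uM for 24 hr at 32C. Viability was measured as ATP content by luminescence, and AC50 values came from Hill fits.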
FH mod: Identification of activators of human fumarate hydratase by quantitative high-throughput screening; AID 1347055, 2019; 54,000 compounds, 0.22% hits; Potency, µM (doses to about 79.9 µM), for the others: at the highest dose activity change, negative = inhibition, actives largely listed as inhibitors; Fumarate hydratase, mitochondrial (Homo sapiens), P07954; FH coupled MDH/diaphorase resazurin fluorescence, 15 min; further: potency means the concentration at half of the fitted maximal effect; on the % scale 0 is the no-effect control and ±100 the full control effect; the screen sought activators but most active calls are inhibition curves; nearly all actives have a fitted effect of over 45% in size
GALK inh: inhibits human galactokinase. recombinant GALK, Kinase-Glo ATP luminescence, 1 h. AID 1347072. Potency, µM (top dose mostly 57.5 µM), for inactives: at the highest dose activity, negative = inhibition, most hits filed as inhibitors. 44,000 tested, under 10 active;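 further: plate controls were full GALK reaction for no effect and reaction lacking GALK for full effect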
Target sequence (P51570 whole entry, looked up): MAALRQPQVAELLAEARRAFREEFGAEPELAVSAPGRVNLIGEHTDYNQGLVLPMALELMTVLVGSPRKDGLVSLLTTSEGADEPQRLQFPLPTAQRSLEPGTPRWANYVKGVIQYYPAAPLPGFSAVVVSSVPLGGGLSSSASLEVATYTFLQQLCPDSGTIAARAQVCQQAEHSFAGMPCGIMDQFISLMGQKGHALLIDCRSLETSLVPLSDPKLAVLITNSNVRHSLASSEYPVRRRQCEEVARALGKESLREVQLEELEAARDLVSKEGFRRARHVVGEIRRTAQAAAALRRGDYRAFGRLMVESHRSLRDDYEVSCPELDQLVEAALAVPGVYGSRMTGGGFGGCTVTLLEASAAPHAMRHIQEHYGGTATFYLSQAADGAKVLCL
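Compounds were pinned into ATP buffer, then GALK-galactose mix was added (final 5 nM enzyme, 35 uM ATP, 100 uM galactose, pH 8.0). After 1 h at room temperature, Kinase-Glo Plus was added and luminescence read.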
p53null 39C kill: p53 null cell cytotoxicity, nonpermissive temperature | H1299 p53-null (neo) cells, 39C, ATPlite viability, 24 h | 55,000 compounds, 0.97% hits | Potency, µM (doses to about 46.1 µM), without a hit: at the top dose activity, negative = cell killing, actives largely listed as cytotoxic | AID 904;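 further: potency means the concentration at half of the fitted maximal effect; 0% = DMSO only and -100% = full killing by 100 µM tamoxifen; nearly all actives have a fitted effect of over 50% in size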
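Temperature-shift cytotoxicity format: compound titrations on p53-null or A138V-expressing H1299 cells held 24 hr at 39C, cell ATP then measured, AC50 from Hill model.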
* = called active by the depositor; ? = inconclusive; . = no result given; [ ] = dose if it differs, or a comment. The call rests on the fitted dose curve; in most records, active means well fitted curve in the direction sought with a large enough effect; inconclusive means small, poorly fitted or top-dose-only effect, or another doubt; inactive means no such curve, though single readings can be large; an effect the other way counts as inactive or inconclusive. Not all compounds are listed; the hit share may differ from the screen's.

Value order: TSG101-PTAP inh, B2AR arrestin ag, NTMT1 inh, p53null 32C kill, FH mod, GALK inh, p53null 39C kill
- CCOc1ccccc1NC(=O)C(c1ccccc1)N1Cc2ccccc2C1=O (configuration not stated)
 : -4%, 0%, -1%, -8%, -15%, 3%, -10%
- COc1ccc(CCNC(=O)c2cc(S(=O)(=O)N3CCCC(C)C3)cn2C)cc1OC (configuration not stated)
 : -4%, 0%, -8%, -2%, 0%, -1%, -25%
- Cn1cc(S(=O)(=O)N2CCCCC2)cc1C(=O)Nc1ccc(OC(F)(F)F)cc1
 : 2%, 0%, 17%, -3%, -17%, ?, 2%
- COc1ccc(-c2c3c(nc4sc(C(=O)Nc5ccccc5F)c(N)c24)CC(C)(C)CC3=O)cc1
 : 2%, -2%, 7%, -10%, -18%, 3%, -26%
- CCOC(=O)c1c(C)oc2ncnc(Nc3ccc(CC)cc3)c12
 : -1%, 0%, 7%, -9%, -6%, 1%, -3%
- Cc1cc(C)cc(NC(=O)C(=O)NCC(c2cccnc2)N2CCc3ccccc32)c1 (configuration not stated)
 : -1%, 0%, ?, 8%, ?, -9%, -10%
- CC1Cc2cc(S(=O)(=O)N(Cc3ccccc3)C(C)C)ccc2N1C(=O)C1CCC1 (configuration not stated)
 : -1%, 1%, 17%, 3%, ?, 1%, -16%
- COc1ccc(CCNC(=O)C2c3ccccc3C(=O)N2Cc2ccccc2)cc1OC (configuration not stated)
 : 1%, -1%, 10%, 4%, -3%, 0%, 9%
- CCc1ccc2oc(-c3cccc(NC(=O)COc4ccccc4Cl)c3)nc2c1
 : 9%, -1%, 0%, -21%, 4%, -1%, 2%
- COC(=O)c1ccc(NC(=O)NC(C)c2c(-n3cccc3)sc(C)c2C)cc1 (configuration not stated)
 : -3%, 0%, -3%, 57%[activator], ?, 5%, ?
- COc1ccc(-c2nc(SCC(=O)NC(C)CCc3ccccc3)n[nH]2)cc1 (configuration not stated)
 : -2%, 0%, ?, 2%, -1%, 1%, 2%
- CC(=O)c1cccc(NC(=O)CSc2nc3ccccc3nc2Cc2ccc(F)cc2)c1
 : -1%, 0%, ., -7%, ., 1%, -4%
- Cc1ccc(NC(=O)c2ccc(=O)n(CC(=O)Nc3c(C)cc(C)cc3C)n2)cc1
 : 0%, -3%, 3%, 14%, ?, -1%, 7%
- Cc1ccc2c(c1)c1c(c(=O)n(-c3cccc(Cl)c3)c(=O)n1CC(=O)Nc1c(C)cccc1C)n2C
 : -4%, 0%, 8%, -4%, -1%, 0%, 4%
- CCc1cccc2c(-c3ccc(F)cc3)nc(SCC(=O)Nc3ccccc3)nc12
 : 6%, -2%, 5%, 1%, 6%, 1%, 21%
- COC(=O)c1c(-c2cccs2)csc1NC(=O)c1cccc(Cl)c1
 : 17%, -2%, 2%, -29%, -4%, -5%, -7%
- CCCOC(=O)c1ccc(NC(=O)Cn2nnc3sc4c(c3c2=O)CCC(C(C)(C)C)C4)cc1 (configuration not stated)
 : -3%, 5%, 4%, 3%, -9%, 0%, -5%
- Cc1c(NC(=O)c2nc3ccccc3n(C)c2=O)cccc1[N+](=O)[O-]
 : -6%, 5%, ?, -2%, -10%, 5%, -12%
- COc1ccc(CCC(=O)N2CCc3c([nH]c4ccccc34)C2c2ccc(F)cc2)cc1 (configuration not stated)
 : -5%, 0%, -1%, -9%, -25%, -3%, 28%
- Cc1ccc(-n2c(=O)c3sccc3n(Cc3cc(=O)n4ccccc4n3)c2=O)cc1
 : 0%, 1%, -22%, 3%, -6%, -5%, -9%
- CCOCCCNC(=O)CN1C(=O)COc2ccc(S(=O)(=O)N3CCCCCC3)cc21
 : -8%, 1%, 9%, -3%, -4%, 10%, -15%
- Cc1ccc(NC(=O)N2CCC(n3c(C)nc4cccnc43)CC2)c(Cl)c1
 : -3%, 0%, 5%, -4%, -3%, 3%, -6%
- CC1CCN(c2ccc(-c3nc(C(C)C)no3)cc2[N+](=O)[O-])CC1
 : -8%, -3%, 5%, -12%, -5%, 0%, -11%
- CCOc1ccccc1NC(=O)c1c(NC(=O)C(C)Oc2cccc(Cl)c2)sc2c1CCCCC2 (configuration not stated)
 : -4%, 0%, 6%, 7%, 3%, -5%, -7%
- CCOc1ccc(-c2cn3c(n2)sc2cc(C(=O)NC4CCCc5ccccc54)ccc23)cc1 (configuration not stated)
 : 1%, -1%, 24%, -8%, 0%, 4%, 11%
- Cc1cccc(NC(=O)C2CCCN(S(=O)(=O)c3cccc4nonc34)C2)c1C (configuration not stated)
 : 2%, ?, 5%, 0%, 11%, 1%, -26%
- N#Cc1c(C(F)(F)F)cc(-c2cccs2)nc1SCC(=O)Nc1cccc(Cl)c1
 : 17%, 0%, 5%, -7%, 9%, 4%, -15%
- COC(=O)c1ccc(NC(=O)CC2C(=O)N(c3cccc(OC)c3)C(=O)N2Cc2cccs2)cc1 (configuration not stated)
 : -5%, 1%, ., -11%, ., 1%, -27%
- CN1CCN(CCNC(=O)c2cnn(-c3cccc(Cl)c3)c2C2CCN(C(=O)OC(C)(C)C)CC2)CC1
 : -8%, 0%, 1%, 8%, 1%, 1%, -3%
- CC(=O)N1CCc2cc(Br)cc(S(=O)(=O)N3CCC(C(=O)Nc4cccc(C)c4C)CC3)c21
 : 1%, 0%, 4%, 3%, -3%, 6%, -21%
- Cc1ccc(S(=O)(=O)C(CNC(=O)COc2ccc(Cl)cc2)c2ccco2)cc1 (configuration not stated)
 : 0%, -2%, 1%, -9%, -20%, 0%, 5%
- CCC1CCCCN1Cc1c(O)ccc2c(=O)c(Oc3ccccc3Cl)c(C(F)(F)F)oc12 (configuration not stated)
 : -3%, 0%, ., -12%, ., 4%, -21%
- CC(=O)c1c(C)n(-c2cccc(Cl)c2)c2ccc(OC(=O)c3ccccc3)cc12
 : 5%, 0%, 15%, -9%, -29%, 1%, -8%
- COC(=O)c1ccc(NC(=O)C(=O)NCCc2csc(-c3ccc(F)cc3)n2)cc1
 : 5%, 1%, 1%, 9%, -1%, 0%, -6%
- COc1ccc(/C=C/c2nc(C#N)c(NCc3ccc(F)cc3)o2)cc1OC
 : 1%, ?, -5%, 3%, ?, ?, -13%
- CCCCOc1ccccc1C1CC(=O)Nc2cc(OC)c(OC)cc21 (configuration not stated)
 : -4%, 2%, 16%, 21%, -1%, -13%, -1%
- CCOc1ccccc1CNC(=O)Cc1ccc(NC(=O)N2CCCCc3ccccc32)cc1
 : 8%, 2%, -5%, 14%, -30%, 0%, 18%
- CCOc1ccc(CCNC(=O)CS(=O)(=O)Cc2nc(-c3cccc(Cl)c3)oc2C)cc1
 : 6%, 1%, -5%, ?, -21%, 6%, -2%
- CCOc1ccc(CN2C(=O)c3ccccc3Sc3ccc(C(=O)NC4CCC(C)CC4)cc32)cc1 (configuration not stated)
 : 2%, -2%, 3%, 42%[activator], -7%, 1%, 31%[activator]
- CC(C)(C)NC(=O)c1cnn2c(C(F)F)cc(-c3ccccc3)nc12
 : -3%, -1%, -2%, -5%, -9%, -1%, -1%
- O=C(COc1ccccc1Cl)N(Cc1ccco1)Cc1ccco1
 : 0%, -1%, -14%, -7%, -5%, 2%, -12%
- CCOc1ccccc1Nc1sc(C(=O)c2ccc(Cl)cc2)c(N)c1C#N
 : 0%, -3%, 7%, -7%, 4%, -1%, 11%
- O=C(Nc1c(C(=O)Nc2cccc(C(F)(F)F)c2)oc2ccccc12)c1cc(=O)c2ccccc2o1
 : 3%, 0%, 5%, 0%, 12%, -9%, 14%
- Cc1cccc(CCNC(=O)CCc2c(C)nc3c(-c4ccc(F)cc4)c(C)nn3c2C)c1
 : -1%, 0%, 9%, -4%, -5%, 0%, -16%
- Cc1cccc(-n2ncc(C(=O)Nc3ccc4c(c3)OCO4)c2C2CCN(C(=O)OC(C)(C)C)CC2)c1
 : -11%, 0%, -1%, 12%, ?, 2%, 39%[activator]
- CCOC(=O)c1ccc(N2C(=O)c3n[nH]c(-c4cccs4)c3C2c2ccc(CC)cc2)cc1 (configuration not stated)
 : 3%, 1%, 14%, 73%[activator], ?, 8%, -14%
- COc1cccc(/C=C/c2nc(C#N)c(N3CCC(C(N)=O)CC3)o2)c1
 : 1%, -1%, -3%, -9%, -4%, -4%, -12%
- CCC(=O)N1CCc2cc(Br)cc(S(=O)(=O)CCC(=O)NCCc3ccccc3Cl)c21
 : -4%, 1%, -4%, 5%, -2%, 2%, 9%
- CC(C)CCSc1nnc2n(-c3ccccc3)c(=O)c3c4c(sc3n12)CC(C)CC4 (configuration not stated)
 : -1%, 0%, 8%, 6%, -1%, 3%, 24%
- Cc1cc(=O)n2nc(N3CCC(C(=O)NCCCOC(C)C)CC3)sc2n1
 : -5%, -3%, -19%, -1%, -16%, 6%, -18%
- Cn1nc(C(=O)NCc2ccccc2Cl)c2c1-c1ccccc1S(=O)(=O)C2
 : 4%, 0%, 6%, 4%, 0%, 0%, -7%
- COC(=O)c1ccccc1NC(=O)NCc1ccc2c(c1)CCN2C(=O)c1ccccc1
 : -6%, 3%, 3%, 14%, -17%, 1%, 20%
- CCc1cccc(-n2c(=O)c3cccnc3n2CC(=O)Nc2c(C)cc(C)cc2C)c1
 : 0%, 2%, -13%, 0%, 4%, 0%, -3%
- O=C(NCC1CCCO1)c1c[nH]c2ccc(S(=O)(=O)Nc3cccc(C(F)(F)F)c3)cc2c1=O (configuration not stated)
 : -7%, 1%, -24%, -3%, ?, -4%, -3%
- CCOC(=O)Cn1nc(C)c(NC(=O)COc2ccccc2)c1C
 : -1%, 1%, 17%, -7%, -10%, 0%, -6%
- Cc1nc(C)c(-c2ccc(SCC(=O)Nc3ccc(Cl)c(Cl)c3)nn2)s1
 : 1%, 1%, 13%, 0%, -7%, -4%, 8%
- CCNC(=O)Cc1ccc(NC(=O)N2CCCCc3ccccc32)cc1
 : -1%, 0%, 2%, 9%, ?, 0%, 16%
- CCc1ccc(S(=O)(=O)c2nnn3c2nc(NC2CCCCCC2)c2sccc23)cc1
 : 1%, 0%, 16%, 7%, -6%, ?, -26%
- COc1ccc(Cn2c(SCc3ccc(C(=O)NCc4ccccc4F)cc3)nc3cccnc32)cc1
 : 1%, -1%, 6%, ?, ?, 8%, -11%
- COc1ccc(C)cc1NC(=O)N1CCN(S(=O)(=O)c2ccc3c(ccn3C)c2)CC1
 : -5%, 2%, -4%, 12%, -28%, -2%, -16%

Random excerpt: 3 entries already listed
Value order: TSG101-PTAP inh, B2AR arrestin ag, NTMT1 inh, p53null 32C kill, FH mod, GALK inh, p53null 39C kill
- Cc1cccc(-n2ncc(C(=O)Nc3ccc4c(c3)OCO4)c2C2CCN(C(=O)OC(C)(C)C)CC2)c1
 : -11%, 0%, -1%, 12%, ?, 2%, 39%[activator]
- COC(=O)c1ccccc1NC(=O)NCc1ccc2c(c1)CCN2C(=O)c1ccccc1
 : -6%, 3%, 3%, 14%, -17%, 1%, 20%
- CCOc1ccccc1CNC(=O)Cc1ccc(NC(=O)N2CCCCc3ccccc32)cc1
 : 8%, 2%, -5%, 14%, -30%, 0%, 18%
